ERa SRC1 inh: blocks coactivator binding to human estrogen receptor alpha; P03372; TR-FRET ER-alpha LBD / SRC-1 peptide, estradiol-bound; inhibition, % at 25.6 µM; 86,000 tested, 1.7% active; AID 629; in the data active means inhibition above about 50%;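 further: 0% = receptor plus peptide control and 100% = peptide only without receptor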
ERb SRC1 inh: blocks coactivator binding to human estrogen receptor beta | TR-FRET ER-beta LBD / SRC1-Cy5 peptide binding; receptor agonist-loaded with 1 µM estradiol | 86,000 tested, 1.3% active | AID 633 | inhibition, % at 25.6 µM;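 active means compounds whose percent inhibition of the receptor-coactivator binding signal exceeds about 50% in the single-dose screen, limit read from the data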;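 further: 0% = receptor plus peptide wells without compound and 100% = peptide-only wells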
Target sequence (Q92731 whole entry, looked up, the tested form may be a part): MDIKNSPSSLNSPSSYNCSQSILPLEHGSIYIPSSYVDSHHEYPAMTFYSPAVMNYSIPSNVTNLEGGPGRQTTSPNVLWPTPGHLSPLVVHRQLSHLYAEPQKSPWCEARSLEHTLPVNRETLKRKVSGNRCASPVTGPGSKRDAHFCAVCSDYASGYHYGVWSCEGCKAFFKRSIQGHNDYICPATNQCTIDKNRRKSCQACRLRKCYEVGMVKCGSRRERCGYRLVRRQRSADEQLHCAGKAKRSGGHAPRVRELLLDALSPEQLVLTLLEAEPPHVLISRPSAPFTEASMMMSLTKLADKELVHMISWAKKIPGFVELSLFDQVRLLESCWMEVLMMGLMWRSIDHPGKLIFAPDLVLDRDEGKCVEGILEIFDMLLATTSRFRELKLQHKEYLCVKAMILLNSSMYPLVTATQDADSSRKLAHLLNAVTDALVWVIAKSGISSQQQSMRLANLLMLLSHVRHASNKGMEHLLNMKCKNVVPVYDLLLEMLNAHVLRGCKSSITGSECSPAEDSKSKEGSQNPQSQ
ERa SRC1 pot: enhances coactivator binding to human estrogen receptor alpha. AID 639. 86,000 tested, 1.3% active. TR-FRET ERalpha-LBD/SRC-Cy5 coactivator binding, 2 h; 100 = basal binding, no effect. P03372. coactivator binding (% of control), % at 25.6 µM; in the data active means activity above about 200%;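 further: binding measured in presence of low estradiol as agonist stimulus; 0% = peptide alone without receptor and 100% = receptor with peptide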
Fibroblast inh: blocks proliferation of human lung fibroblasts. LL 47 human lung fibroblast viability, ATP luminescence; hits give low values. viability, % at 10 µM. 85,000 tested, 1.1% active. AID 719;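 active means viability at or below 50% in the single dose screen; inactive means viability above 50%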;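 further: compound exposure lasted 72 h before the ATP readout; 100% = median luminescence of untreated cell-only wells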
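Test system: LL 47 human lung fibroblasts / Incubation: 72 h compound exposure at 37 °C after overnight plating / Technique: luminescent ATP detection, CellTiter-Glo / Compound dosing: 0.1% DMSO in all compound wells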
sEH activator: activators of human soluble epoxide hydrolase; purified human sEH enzymatic activity, activator screen; activation, % at 2 µM; 91,000 tested, 0.04% active; in the data active means activation above about 37%; further: values of inactives mirror those of a sister screen read the other way
Calb biofilm kill: kills Candida albicans biofilms; inhibition, % at 6 µM; 85,000 tested, 0.14% active; C. albicans biofilm + clotrimazole, Alamar Blue;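 active means inhibition above 20%; inactive means inhibition below 20%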;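 further: preformed 24 hr biofilms exposed to compound for 48 hr; 0% = biofilm without compound and 100% = blank killed by clotrimazole plus chlorhexidine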
HUVEC inhibit: inhibitors of human endothelial cell proliferation; HUVEC proliferation, CellTiter-Glo luminescence, 72 h; hits give low values; viability, % at 10 µM (by protocol); 86,000 tested, 1.1% active;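 active means viability at or below 30%; inactive means viability above 30%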;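 further: 100% = median luminescence of DMSO-only cell control wells on each plate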
Smad3 FoxH1 inh: inhibitors of human Smad3 transcription factor binding; P84022; TR-FRET Smad3/Dy647-FoxH1 peptide binding, europium anti-His; inhibition, % at 25 µM; 88,000 tested, 0.29% active;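 active means compounds that reduce the energy-transfer binding signal between the protein and its labelled peptide by more than half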;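 further: 0% = Smad3 plus labelled peptide maximal FRET and 100% = peptide-only background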
Target sequence (P84022 whole entry, looked up): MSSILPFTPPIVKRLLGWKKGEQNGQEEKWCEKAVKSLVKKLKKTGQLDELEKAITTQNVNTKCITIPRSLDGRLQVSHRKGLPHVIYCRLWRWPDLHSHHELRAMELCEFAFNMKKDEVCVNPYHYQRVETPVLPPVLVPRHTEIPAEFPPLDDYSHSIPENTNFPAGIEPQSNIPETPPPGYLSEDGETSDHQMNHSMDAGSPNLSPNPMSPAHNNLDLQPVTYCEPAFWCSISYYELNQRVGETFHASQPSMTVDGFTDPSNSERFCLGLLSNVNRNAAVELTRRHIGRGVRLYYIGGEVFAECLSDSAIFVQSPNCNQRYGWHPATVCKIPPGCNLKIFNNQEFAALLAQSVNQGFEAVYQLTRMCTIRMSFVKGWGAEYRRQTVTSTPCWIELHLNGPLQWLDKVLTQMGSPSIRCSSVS
H69AR inhibit: blocks growth of human H69AR lung tumor cells; H69AR lung tumor viability, ATP luminescence, 72 h; hits give low values; viability, % at 10 µM; 85,000 tested, 6% active;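 active means viability at or below 40%; inactive means viability above 40%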;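 further: multidrug resistant small cell line overexpressing MRP-1 efflux transporter; 100% = mean luminescence of untreated control wells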
Active calls of the source: *; [ ] = another dose, or the depositor's remark. These rows are one share of the data, so the mix of outcomes need not match the whole.

For O=[N+]([O-])c1ccc(C2CNC(c3ccccc3)O2)cc1 (stereo not drawn) the results were ERa SRC1 inh -4[fluorescence artefact?], ERb SRC1 inh -7, ERa SRC1 pot 103, Fibroblast inh 107, sEH activator 0, Calb biofilm kill 1, HUVEC inhibit 96, Smad3 FoxH1 inh 1 and H69AR inhibit 97.
Screening O=C(Cc1cccc2ccccc12)N/N=C/c1ccc(Sc2cccc3cccnc23)o1 returned ERa SRC1 inh -8, ERb SRC1 inh 10, ERa SRC1 pot 126, Fibroblast inh 96, sEH activator -50, Calb biofilm kill 0, HUVEC inhibit 104, Smad3 FoxH1 inh 20 and H69AR inhibit 94.
`COc1ccc(Cc2nc(-c3ccc(-n4cccc4)cc3)no2)cc1` gave ERa SRC1 inh -4, ERb SRC1 inh -9, ERa SRC1 pot 109, Fibroblast inh 112, Calb biofilm kill 2, HUVEC inhibit 93, Smad3 FoxH1 inh 5 and H69AR inhibit 104.
Screening O=C(N1CCN=C1SCc1cccnc1)C12CC3CC(CC(C3)C1)C2 returned ERa SRC1 inh 2, ERb SRC1 inh -7, ERa SRC1 pot 132, Fibroblast inh 71, sEH activator 6, HUVEC inhibit 96, Smad3 FoxH1 inh 15[fluorescence artefact?] and H69AR inhibit 62.
Screening Cc1nc(=O)c(-c2ccccc2)c(C)n1CC1CCCO1 (stereo not drawn) returned ERa SRC1 inh -4, ERb SRC1 inh 1, ERa SRC1 pot 135, Fibroblast inh 94, sEH activator 13, Calb biofilm kill 2, HUVEC inhibit 100, Smad3 FoxH1 inh -7 and H69AR inhibit 89.
For CS(=O)(=O)N1CCCC(C(=O)NCCCN2CCOCC2)C1 (stereo not drawn) the results were ERa SRC1 inh 4, ERb SRC1 inh -5, ERa SRC1 pot 114, Fibroblast inh 94, sEH activator -2, Calb biofilm kill 6, HUVEC inhibit 100, Smad3 FoxH1 inh 9[fluorescence artefact?] and H69AR inhibit 99.
Screening O=C(c1ccco1)N1CCN(S(=O)(=O)N2CCOCC2)CC1 returned ERa SRC1 inh -4, ERb SRC1 inh 0, ERa SRC1 pot 95, Fibroblast inh 104, sEH activator -1, Calb biofilm kill -3, HUVEC inhibit 100, Smad3 FoxH1 inh -17 and H69AR inhibit 100.
`CC(=O)N1CCC2(CC1)C(C#N)=C(N)Oc1c2sc2nc(C)cc(C)c12` gave ERa SRC1 inh 6[fluorescence artefact?], ERb SRC1 inh 9, ERa SRC1 pot 101, Fibroblast inh 90, Calb biofilm kill 16, HUVEC inhibit 87, Smad3 FoxH1 inh -2 and H69AR inhibit 79.
For CCOC(=O)CC(=O)CSc1nc2ccccc2c(=O)n1-c1ccc(C(=O)NCCOC)cc1 the results were ERa SRC1 inh 6, ERb SRC1 inh 17[fluorescence artefact?], ERa SRC1 pot 81, Fibroblast inh 108, sEH activator 4, Calb biofilm kill 9, HUVEC inhibit 91, Smad3 FoxH1 inh -9 and H69AR inhibit 93.
Screening COC(=O)CNC(=O)COC(=O)C(Cc1ccccc1)NC(=O)c1ccco1 (stereo not drawn) returned ERa SRC1 inh -2, ERb SRC1 inh -6, ERa SRC1 pot 76[fluorescence artefact?], Fibroblast inh 100, sEH activator 8, Calb biofilm kill 1, HUVEC inhibit 110, Smad3 FoxH1 inh -3 and H69AR inhibit 93.

Entries from the list above that contain a carbonyl joined to an NH by a bond outside any ring, in the order listed:
Screening O=C(Cc1cccc2ccccc12)N/N=C/c1ccc(Sc2cccc3cccnc23)o1 returned ERa SRC1 inh -8, ERb SRC1 inh 10, ERa SRC1 pot 126, Fibroblast inh 96, sEH activator -50, Calb biofilm kill 0, HUVEC inhibit 104, Smad3 FoxH1 inh 20 and H69AR inhibit 94.
For CS(=O)(=O)N1CCCC(C(=O)NCCCN2CCOCC2)C1 (stereo not drawn) the results were ERa SRC1 inh 4, ERb SRC1 inh -5, ERa SRC1 pot 114, Fibroblast inh 94, sEH activator -2, Calb biofilm kill 6, HUVEC inhibit 100, Smad3 FoxH1 inh 9[fluorescence artefact?] and H69AR inhibit 99.
For CCOC(=O)CC(=O)CSc1nc2ccccc2c(=O)n1-c1ccc(C(=O)NCCOC)cc1 the results were ERa SRC1 inh 6, ERb SRC1 inh 17[fluorescence artefact?], ERa SRC1 pot 81, Fibroblast inh 108, sEH activator 4, Calb biofilm kill 9, HUVEC inhibit 91, Smad3 FoxH1 inh -9 and H69AR inhibit 93.
Screening COC(=O)CNC(=O)COC(=O)C(Cc1ccccc1)NC(=O)c1ccco1 (stereo not drawn) returned ERa SRC1 inh -2, ERb SRC1 inh -6, ERa SRC1 pot 76[fluorescence artefact?], Fibroblast inh 100, sEH activator 8, Calb biofilm kill 1, HUVEC inhibit 110, Smad3 FoxH1 inh -3 and H69AR inhibit 93.

Continuation.
`CC1(C)CC(=O)C(C=NCCCN2CCOCC2)=C(O)C1` gave ERa SRC1 inh 5, ERb SRC1 inh -4, ERa SRC1 pot 107, Fibroblast inh 105, sEH activator -3, Calb biofilm kill 4, HUVEC inhibit 94, Smad3 FoxH1 inh 1 and H69AR inhibit 98.
For CCN1CCN(C(c2cc3cc4c(cc3[nH]c2=O)OCO4)c2nnnn2C(C)(C)CC)CC1 (stereo not drawn) the results were ERa SRC1 inh -3, ERb SRC1 inh -2, ERa SRC1 pot 92[fluorescence artefact?], Fibroblast inh 99, Calb biofilm kill 1, HUVEC inhibit 98, Smad3 FoxH1 inh -17 and H69AR inhibit 86.
`c1ccc(-n2ncc3c2ncn2c(C4CCCCC4)nnc32)cc1` gave ERa SRC1 inh -8, ERb SRC1 inh 15, ERa SRC1 pot 121, Fibroblast inh 107, sEH activator 6, Calb biofilm kill 3, HUVEC inhibit 97, Smad3 FoxH1 inh 13 and H69AR inhibit 105.
`COc1cccc(/C=c2/s/c(=C(\C#N)C(=O)N3CCOCC3)n(-c3ccccc3)c2=O)c1` gave ERa SRC1 inh 10, ERb SRC1 inh 7, ERa SRC1 pot 51[fluorescence artefact?], Fibroblast inh 92, sEH activator -1, Calb biofilm kill 6, HUVEC inhibit 112, Smad3 FoxH1 inh -15 and H69AR inhibit 72.
Screening O=C1Nc2ccccc2C(O)(C(=O)NCc2ccc3c(c2)OCO3)N1c1ccccc1 (stereo not drawn) returned ERa SRC1 inh -15, ERb SRC1 inh -6, ERa SRC1 pot 99[fluorescence artefact?], Fibroblast inh 100, Calb biofilm kill 3, HUVEC inhibit 98, Smad3 FoxH1 inh -13 and H69AR inhibit 104.
`Cc1ccc(C(=O)NCCc2nnc(SCC(=O)Nc3nc(-c4ccccc4)cs3)n2C)cc1` gave ERa SRC1 inh 7, ERb SRC1 inh 25[fluorescence artefact?], ERa SRC1 pot 115, Fibroblast inh 58, sEH activator 9, Calb biofilm kill 4, HUVEC inhibit 75, Smad3 FoxH1 inh 1 and H69AR inhibit 43.
Screening Cn1c(NC(=O)c2cccs2)cc(=O)n(C)c1=O returned ERa SRC1 inh 6, ERb SRC1 inh 8[fluorescence artefact?], ERa SRC1 pot 103, Fibroblast inh 91, sEH activator 16, Calb biofilm kill 12, HUVEC inhibit 105, Smad3 FoxH1 inh -10 and H69AR inhibit 94.
`O=C(Nc1ccccc1)OCCNC(=O)c1ccccc1` gave ERa SRC1 inh 0, ERb SRC1 inh -4, ERa SRC1 pot 125, Fibroblast inh 101, sEH activator 22, HUVEC inhibit 84, Smad3 FoxH1 inh 6 and H69AR inhibit 79.
For Cc1ccc2nc(C(C)O)[nH]c2c1 (stereo not drawn) the results were ERa SRC1 inh -9, ERb SRC1 inh -13[fluorescence artefact?], ERa SRC1 pot 92, Fibroblast inh 96, sEH activator 7, Calb biofilm kill 4, HUVEC inhibit 95, Smad3 FoxH1 inh 2 and H69AR inhibit 87.
For Cc1cnc(NC(=O)COc2ccccc2)s1 the results were ERa SRC1 inh -8, ERb SRC1 inh 7[fluorescence artefact?], ERa SRC1 pot 111, Fibroblast inh 95, sEH activator 13, Calb biofilm kill 9, HUVEC inhibit 87, Smad3 FoxH1 inh 3 and H69AR inhibit 79.
Screening COC(=O)C1=C(C)NC(=O)NC1c1cc(Cl)ccc1OC (stereo not drawn) returned ERa SRC1 inh 10[fluorescence artefact?], ERb SRC1 inh 16[fluorescence artefact?], ERa SRC1 pot 95, Fibroblast inh 96, sEH activator -4, Calb biofilm kill 8, HUVEC inhibit 97, Smad3 FoxH1 inh -13 and H69AR inhibit 99.
Screening CCOC(=O)c1c(NC(=O)Cc2cccs2)sc(C)c1C returned ERa SRC1 inh 14, ERb SRC1 inh 23[fluorescence artefact?], ERa SRC1 pot 77[fluorescence artefact?], Fibroblast inh 88, sEH activator 1, Calb biofilm kill -4, HUVEC inhibit 83, Smad3 FoxH1 inh 2 and H69AR inhibit 95.
For Cc1cccc(NC(=O)CN(C)S(=O)(=O)c2cccs2)c1 the results were ERa SRC1 inh -11, ERb SRC1 inh -8, ERa SRC1 pot 97, Fibroblast inh 102, sEH activator 6, Calb biofilm kill -3, HUVEC inhibit 95, Smad3 FoxH1 inh 0 and H69AR inhibit 96.
For CCCC(=O)N1CC(=O)Nc2ccc(C)cc2C1c1ccc(F)cc1 (stereo not drawn) the results were ERa SRC1 inh -1, ERb SRC1 inh -7, ERa SRC1 pot 116, Fibroblast inh 98, Calb biofilm kill 2, HUVEC inhibit 99, Smad3 FoxH1 inh -2 and H69AR inhibit 101.
COc1cccc(OCC(O)CN2CCN(CCO)CC2)c1 (stereo not drawn) was read as ERa SRC1 inh -7, ERb SRC1 inh -4, ERa SRC1 pot 115, Fibroblast inh 98, sEH activator 15, Calb biofilm kill 3, HUVEC inhibit 90, Smad3 FoxH1 inh -1 and H69AR inhibit 97.
